Mdm2 MdmX PPI: inhibitors of human Mdm2/MdmX interaction. inhibition, % at 8 µM. 330,000 tested, 3% active. O15151+Q00987. SaOS-2 split-luciferase Mdm2/MdmX complementation, luminescence;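 active = inhibition of at least 50% at 8 µM in the primary screen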
CHOP UPR activ: activators of apoptotic arm of unfolded protein response (CHOP) | 330,000 tested, 0.34% active | CHO-CHOP luciferase reporter, UPR activation, luminescence; percent of tunicamycin response over DMSO baseline | activation, % at 10 µM;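 active = at 10 µM dose, activation of 40% or more, normalized to positive control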;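 note: 100% = tunicamycin at 10 µg/mL and 0% = DMSO alone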
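Assay system: CHO-CHOP cells, stable luciferase reporter of PERK-eIF2a-CHOP signalling / Buffer or medium: F12 plus 10% serum / Compound dosing: one dose, 10 µM in 0.5% DMSO / Times: 6 h compound treatment, 37 °C / Technique: luciferase luminescence / Read-out: % reporter activation, DMSO baseline versus tunicamycin full activation / Benchmarks: tunicamycin and DMSO controls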
APJ antagonist: antagonists of human APJ apelin receptor. CHO-K1 APJ beta-arrestin complementation, luminescence. AID 2521. 330,000 tested, 0.32% active. inhibition, % at 20 µM;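 active = inhibition above about 40% at 20 µM, limit read from the data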;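 note: cells challenged with 10 nM apelin-13 agonist together with compound; plate controls were apelin-13 plus DMSO wells for no effect and DMSO wells lacking apelin-13 for full effect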
Target sequence (P35414 whole entry, looked up): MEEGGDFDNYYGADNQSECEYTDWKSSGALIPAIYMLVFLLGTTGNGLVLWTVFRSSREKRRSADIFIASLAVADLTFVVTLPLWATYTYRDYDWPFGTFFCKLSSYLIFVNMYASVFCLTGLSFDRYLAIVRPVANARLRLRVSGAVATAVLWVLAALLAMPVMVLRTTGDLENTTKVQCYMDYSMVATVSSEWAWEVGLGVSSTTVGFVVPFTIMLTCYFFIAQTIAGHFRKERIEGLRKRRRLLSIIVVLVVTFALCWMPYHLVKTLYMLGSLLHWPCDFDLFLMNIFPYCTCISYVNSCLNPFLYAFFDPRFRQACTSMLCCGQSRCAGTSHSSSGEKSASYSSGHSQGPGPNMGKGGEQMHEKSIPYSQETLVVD
UPR XBP1 act: adaptive UPR (XBP1) activation. CHO-XBP1 luciferase reporter, IRE1-XBP1 UPR activation, luminescence; percent of tunicamycin response, DMSO as zero. 330,000 tested, 0.33% active. AID 463104. activation, % at 20 µM;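 active = versus positive control, 20 µM dose yields 30% or more activation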;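 note: 100% = tunicamycin at 10 µg/mL and 0% = DMSO only wells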
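Material: IRE1-XBP1 luciferase reporter CHO line / Quantity: one thousand reporter cells per well / Buffer or medium: F12 with 10% serum / Compound: 20 µM single concentration, DMSO 1% / Times: 6 h treatment, 37 °C / Detection: Steady-Glo luciferase glow luminescence, 10 min after reagent addition / Benchmarks: tunicamycin high, DMSO low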
tim23-1 inh: tim23-1 yeast growth inhibition. AID 463212. inhibition, % at 20 µM. S. cerevisiae tim23-1 growth, BacTiter-Glo luminescence, 24 h. 330,000 tested, 1.3% active;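 active = growth inhibition of the mutant yeast at or above 50%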;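 note: temperature-sensitive mutant grown at 25 °C; plate controls were DMSO-treated mutant yeast for no effect and medium wells lacking yeast for full effect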
697 NFkB inh: lowers PMA/ionomycin-induced NF-kB signal in 697 B cells | 330,000 tested, 0.33% active | 697 B-cell NF-kB luciferase reporter, 16 h | inhibition, % at 4 µM; in the data active = inhibition above about 35%
APJ agonist: APJ receptor agonism; AID 2520; 330,000 tested, 0.11% active; CHO-K1 APJ PathHunter beta-arrestin, luminescence; 0% DMSO wells, 100% apelin; activation, % at 20 µM; P35414;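 active = activation more than six SD over the plate average, tested at 20 µM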;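 note: 0% = DMSO alone and 100% = apelin-13 at 10 nM; some results filed as inactive read as strong as hits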
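assay system = CHO-K1 APJ beta-arrestin complementation cell line | input = cell density 1000 per well | dosing = compound 20 µM once, DMSO 1% | timing = compound 90 min 25 °C, reagent 1 h | measured by = luminescence from split beta-galactosidase complementation, Galacton Star/Emerald II substrate | read-out basis = APJ agonist activity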
Jurkat NFkB inh: inhibitors of the PMA/ionomycin-induced NF-kB reporter in Jurkat cells | PMA/ionomycin-induced NF-kB luciferase reporter, luminescence | 330,000 tested, 0.53% active | AID 435003 | inhibition, % at 4 µM; in the data active = inhibition above about 50%
Active calls of the source: *.

Each structure is followed by: Mdm2 MdmX PPI	CHOP UPR activ	APJ antagonist	UPR XBP1 act	tim23-1 inh	697 NFkB inh	APJ agonist	Jurkat NFkB inh
O=C(COC(=O)c1ccc([N+](=O)[O-])o1)Nc1ncc(Cl)cc1Cl
→ -0.7	3.6	-0.2	-1.5	14.4	23.8	5.4	3.0
CCCN(CCC)C(=O)c1cn(C)c2ccc(S(=O)(=O)N3CCCC3)cc2c1=O
→ 11.9	0.8	21.3	-8.0	-2.8	7.4	-1.4	-7.7
Cc1ccccc1CNC(=O)C1CCC(=O)N(C2CCCCCC2)C1 (configuration not stated)
→ 7.0	0.3	14.0	-5.4	-1.5	8.8	9.2	10.1
COc1ccc(N2CC(C(=O)Nc3nccs3)CC2=O)cc1 (configuration not stated)
→ 6.4	1.3	-7.5	0.1	1.0	1.3	-8.5	-2.5
CCOC(=O)c1sc(NC(=O)c2ccccc2OCC)nc1C
→ -1.0	2.5	-13.2	1.4	21.3	-10.6	-2.9	2.3
CCc1nnc(NS(=O)(=O)c2ccc(NCc3cc(Cl)cc(Cl)c3O)cc2)s1
→ 3.7	-0.1	23.8	-2.3	10.2	8.4	-7.0	16.3
COc1cc(/C=N/NC(=O)[C@H](Cc2c[nH]c3ccccc23)NC(=O)OCC(C)C)cc([N+](=O)[O-])c1O
→ 4.2	3.2	26.0	-2.5	0.8	-3.1	-3.7	1.7
Cc1cc(NC(=O)CCN2CCN(C/C=C/c3ccccc3)CC2)ccc1Br
→ 35.6	0.9	-12.5	-6.3	13.6	8.2	0.0	21.3
Cc1ccc(S(=O)(=O)NCCC(=O)NCC(c2ccco2)N2CCCCC2)cc1C (configuration not stated)
→ -3.5	2.7	-14.9	-3.0	15.7	18.1	6.6	25.4
CCOC(=O)CNC(=O)Nc1nnc(-c2ccc(OCC)cc2)o1
→ 13.8	3.4	-12.8	-1.1	10.0	6.5	-1.7	11.2
Cc1ccc(OCC(=O)OCC(=O)c2cccc([N+](=O)[O-])c2)cc1C
→ 8.7	-0.9	56.8*	-3.7	15.0	-1.8	-19.2	-9.7
C=Cn1cc[n+](CC(=O)c2ccc(Cl)c(Cl)c2)c1
→ 7.5	-0.4	4.0	-2.6	-10.6	14.6	-1.5	-6.4
O=C(CN1CCCC1)OCCCc1ccccc1
→ 3.7	1.0	1.8	-2.7	-4.1	-10.4	-1.3	2.3
Cc1cccc(N2CCN(C(=S)NCc3ccco3)CC2)c1C
→ 1.4	7.6	37.1	-0.1	53.0*	-198.3	-1.7	-3.0
COc1ccc(OC(=O)c2ccc(Cl)cc2)c(C(C)=O)c1
→ 2.5	1.2	-1.2	-0.8	16.8	-2.1	-2.1	-16.5
CN(C)Cc1c(O)c(Cl)cc2c3c(c(=O)oc12)CCCC3
→ 4.1	-0.5	-41.1	-8.1	40.4	-53.0	0.6	-17.7
CCOC(=O)c1ccc(NC(=O)c2nc[nH]c2C(=O)N[C@H](C)c2ccccc2)cc1
→ 60.1*	0.5	8.1	3.1	30.4	4.3	-4.5	1.5
CCCn1nc2cc(C(=O)NCCc3ccc(C)cc3)ccc2c1OCC
→ 22.8	1.1	-6.9	-0.7	16.0	20.7	-3.3	-11.6
N#CC1=C(N)Nc2nc3ccccc3n2C1c1ccc(F)cc1 (configuration not stated)
→ 13.1	-1.7	-0.3	-3.1	-12.5	-37.2	-1.0	-26.7
O=C(NNC(=O)C1CCN(Cc2ccccc2)CC1)c1cccs1
→ -6.8	-0.7	12.6	-1.8	-6.2	13.8	-3.5	1.4
CCN1CCSc2ccc(C(=O)NCc3ccccc3Br)cc21
→ -15.1	1.6	-7.8	-0.1	35.0	-24.4	1.7	-4.2
CC(CCc1ccccc1)NC(=O)CCCn1ncn2c(cc3occc32)c1=O (configuration not stated)
→ 25.4	-1.2	-4.9	-2.5	14.8	4.1	-4.7	-7.6
O=C(CSc1nnc(Nc2ccccc2)s1)NC1CCCC1
→ 16.4	0.3	-4.4	-1.9	11.1	-18.0	-2.6	-10.5
N=c1c(C(=O)NCC2CCCO2)cc2c(=O)n3ccccc3nc2n1Cc1ccccc1 (configuration not stated)
→ 3.1	0.7	-2.7	-2.7	6.0	-17.0	-4.4	-3.1
O=C(CSc1nc(-c2ccccc2)c(-c2ccccc2)[nH]1)NCCN1C(=O)CSC1=O
→ 48.6	-1.7	-7.0	-1.6	4.8	-8.2	-1.9	-1.2
O=C(O)C1=C[C@H](c2ccc(Br)cc2)C[C@H](OCc2ccc(CO)cc2)O1
→ -4.0	-0.3	-82.5	2.1	5.3	-2.4	0.3	-14.5
COC(=O)c1cc(OC)ccc1-c1ccc(OC)cc1
→ 21.1	1.8	9.3	0.6	-1.6	7.5	2.8	2.1
CCOC(=O)c1c(NC(=O)c2cccnc2)sc(C)c1C
→ 31.1	-2.8	4.7	1.5	32.4	-9.9	-3.5	-8.5
COc1cccc(CC2(CO)CCCN(Cc3ccc(OC)c(C)c3OC)C2)c1 (configuration not stated)
→ 15.4	-0.8	-4.5	-4.9	6.1	2.2	-1.4	7.7
COc1ccc(CCNC(=O)CN(CCc2ccccc2)S(C)(=O)=O)cc1
→ 5.4	-1.4	-21.2	1.7	17.1	5.4	-3.4	-10.1
CCOc1ccc(NC(=O)CC2C(=O)N(c3ccc(OC)cc3)C(=O)N2CCc2cccs2)cc1 (configuration not stated)
→ 8.5	0.6	-9.1	-1.6	8.1	-12.6	-1.1	1.9
COC/C=C/C1=CC2=CC(=O)C(C)(OC(=O)c3cnc4ccccc4n3)C(=O)C2=CN1Cc1ccccc1 (configuration not stated)
→ 17.6	2.1	-38.9	-2.8	-8.5	1.4	9.6	-9.5
CSCC[C@H](NC(=O)c1ccc(OCC2CCCO2)cc1)c1nc2ccccc2[nH]1 (some centres not stated)
→ 25.5	1.4	17.5	-1.4	-3.6	7.2	-4.6	-5.8
CCc1ccc(C(=O)OCC(=O)N(CC)c2c(N)n(Cc3ccccc3)c(=O)[nH]c2=O)cc1
→ -17.0	-0.8	-1.1	-0.8	12.2	-15.7	-3.3	-3.5
COc1cc(CC(=O)NCc2cccs2)cc(OC)c1OC
→ -6.8	-1.8	6.3	0.2	-6.4	-8.3	-7.3	-10.5
O=S1(=O)N=C(N/N=C/c2ccc(Br)o2)c2ccccc21
→ 10.0	1.5	-4.0	-1.9	-10.8	3.4	-3.1	-5.8
CC(=O)N(Cc1ccc(F)cc1)C1=C(NCCc2ccccc2)C(=O)c2ccccc2C1=O
→ 80.2*	2.4	-20.2	1.1	30.0	7.3	-0.4	15.9
O=C(O)COc1ccc(/C=C2\SC(=Nc3ccccc3)N(c3ccccc3)C2=O)cc1
→ 11.9	0.4	12.6	-0.3	10.7	20.7	-1.4	2.1
CCc1ccccc1NC(=O)c1ccc([N+](=O)[O-])s1
→ 27.9	-0.9	-71.4	0.2	10.9	16.1	2.7	13.9
CN(c1ccc(C(=O)Nc2ccc3c(c2)n(C)c(=O)n3C)cc1)S(C)(=O)=O
→ 27.8	-1.6	-3.4	4.9	17.1	13.8	-1.7	-26.9
O=C(COC(=O)c1cc(S(=O)(=O)N2CCCCC2)ccc1N1CCOCC1)c1ccc(Cl)cc1
→ 2.0	3.9	9.0	-0.4	12.1	0.7	9.4	11.0
COc1ccccc1NC(=O)Nc1ccc2c(c1)CCC2
→ -94.4	4.0	-12.8	-1.2	31.1	-84.0	4.0	-126.3
CCOC(=O)C1CCN(C(=O)c2cccc(S(=O)(=O)N(C)C3CCCCC3)c2)CC1
→ -11.2	-0.7	-0.1	-2.1	13.2	11.1	-3.4	13.3
CSc1ccccc1OCc1cc(C(=O)N2CCN(c3ncccn3)CC2)no1
→ 19.6	2.0	5.1	-1.7	44.6	5.0	-6.0	-2.0
Cn1c(=O)oc2cc(S(=O)(=O)N3CCCCC3)ccc21
→ 7.9	0.2	-9.6	-0.5	-2.1	2.9	0.8	-1.5
Cc1ccc(CNC(=O)N[C@@H](Cc2ccccc2)C(=O)O)cc1
→ 17.6	-2.5	-9.2	-3.4	12.6	11.3	2.3	3.0
COc1cc(/C=C(\C#N)C(=O)N2CCCCC2)ccc1O
→ 19.8	1.8	11.1	1.9	33.5	14.9	-3.3	1.1
CC(C)C(C(=O)NCC1CCCO1)N(C(=O)CNS(=O)(=O)c1ccc(F)cc1)C1CCCCC1 (configuration not stated)
→ 15.5	0.8	-6.6	-1.4	6.8	23.0	-0.1	0.9
CCn1c(SCC(=O)Nc2nc(C)cs2)nnc1C(NC(=O)c1ccccc1Cl)C(C)C (configuration not stated)
→ 16.4	-0.6	2.6	0.5	5.1	7.3	0.4	-9.8
COc1ccc(C(=O)c2c3ccc(C(F)(F)F)cc3[n+]([O-])n2CCCC(N)=O)cc1
→ -15.6	1.7	-39.9	-2.0	3.8	12.5	0.7	-1.3
CCN1/C(=C2\OC(=S)N(C)C2=O)Sc2ccccc21
→ -23.9	3.8	-18.2	0.3	-10.0	-75.0	3.1	-65.2
Cn1c(Cc2cccc3ccccc23)nnc1SCC(=O)N1CCN(c2ccccc2)CC1
→ 8.9	-1.6	1.3	2.3	18.4	-0.8	-3.6	13.0
COc1ccc(N2C(=O)C3C(c4ccc(OC)cc4O)NC(Cc4ccccc4)(C(=O)O)C3C2=O)cc1 (configuration not stated)
→ 5.2	0.5	-3.0	1.7	14.8	14.1	-3.4	1.4
COc1ccc(S(N)(=O)=O)cc1C(=O)OCCCOC(=O)c1cc(S(N)(=O)=O)ccc1OC
→ 8.4	-2.6	9.4	-2.1	-3.9	6.9	2.0	11.3
O=C(COC(=O)c1cc(S(=O)(=O)Nc2ccccc2Cl)ccc1O)Nc1ccc(F)c(F)c1F
→ 10.5	0.7	-1.7	2.0	-6.7	-2.3	1.1	-9.1
CN1CCN(C(=O)c2ccc3c(=O)n(-c4ccc(F)cc4)c(=S)[nH]c3c2)CC1
→ 3.9	0.5	8.3	1.0	2.7	9.6	1.3	-4.8
COc1cc(CNCCCCO)ccc1OCc1ccccc1F
→ -10.7	0.1	-27.3	0.0	17.0	-17.3	0.6	-49.3
O=C(Nc1ccon1)c1ccc(N2CCCCC2)c([N+](=O)[O-])c1
→ -106.5	6.4	10.1	3.9	33.1	11.5	-1.4	-102.8
CN=C(Nc1ccc(Br)cc1)SC1CC(=O)N(c2ccc(OC)cc2)C1=O (configuration not stated)
→ 22.8	-0.4	-5.0	0.8	17.9	6.7	0.6	-17.9
CS(=O)(=O)N1CCN(c2ccccc2NC(=S)NC(=O)c2ccco2)CC1
→ -5.8	-1.0	-9.3	0.8	32.7	17.1	-4.5	12.3
CCN1C(=O)/C(=C/c2cccs2)N(C)C1=S
→ 10.1	-1.0	13.2	0.3	25.4	3.9	-5.0	1.2

Single entries from above.
Reading of `CCOC(=O)C1CCN(C(=O)c2cccc(S(=O)(=O)N(C)C3CCCCC3)c2)CC1` under APJ agonist: -3.4
Reading of `CCOc1ccc(NC(=O)CC2C(=O)N(c3ccc(OC)cc3)C(=O)N2CCc2cccs2)cc1` (configuration not stated) under APJ antagonist: -9.1
Reading of `CS(=O)(=O)N1CCN(c2ccccc2NC(=S)NC(=O)c2ccco2)CC1` under CHOP UPR activ: -1.0
